DRD3 antagonist: antagonists of human D3 dopamine receptor | 360,000 tested, 2.5% active | D3R cells, DiscoveRx beta-arrestin luminescence, antagonist mode; hits give low values | max response, negative = inhibition, % | P35462; in the data active = max response below about -50%; inconclusive = no clear call, values can overlap the other calls; also: % is scaled to controls: 0 for no effect and ±100 for the full control effect; mostly tested at two doses, the higher about 12 µM
Target sequence (P35462 whole entry, looked up): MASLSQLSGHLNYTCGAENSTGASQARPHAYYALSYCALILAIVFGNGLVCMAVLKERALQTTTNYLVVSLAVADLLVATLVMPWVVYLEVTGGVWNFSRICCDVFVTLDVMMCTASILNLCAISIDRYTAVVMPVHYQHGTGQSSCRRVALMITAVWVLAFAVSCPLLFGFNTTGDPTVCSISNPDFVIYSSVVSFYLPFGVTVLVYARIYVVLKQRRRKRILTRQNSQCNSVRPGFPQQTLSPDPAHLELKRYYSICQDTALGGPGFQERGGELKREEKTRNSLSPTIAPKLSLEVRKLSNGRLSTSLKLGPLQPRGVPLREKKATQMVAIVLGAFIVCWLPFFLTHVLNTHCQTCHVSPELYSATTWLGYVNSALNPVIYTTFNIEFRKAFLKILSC
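Cells plated overnight at 1500 cells/well, then exposed to library compounds with dopamine controls for 90 minutes at 37 degrees C. DiscoveRx reagent added for 30–60 minutes at room temperature; luminescence read, quantitative HTS format.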
SW480 rerep: induces DNA re-replication in SW480 colon adenocarcinoma cells | SW480 DNA re-replication, Hoechst DNA content imaging, 48 h | Potency, µM (titrated, usually from 46.1 µM), without a hit: top-dose re-replication activation, usual class: activators | 340,000 tested, 1.8% active | AID 624297; also: potency is read from the fitted curve at half-maximal effect; % of control where 0% means no effect; nearly all actives have a fitted effect of over 55% in size
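Per well, 250 cells were exposed to pinned compound for 48 hr. Nuclear DNA was visualised with Hoechst (40 min, 37 C) and total object intensity recorded by fluorescence scanning.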
D3 ag: activates the human D3 dopamine receptor; P35462; AID 652048; 410,000 tested, 0.58% active; max activation, %; D3R DiscoveRx beta-arrestin cells, luminescence, 90 min; in the data active = max activation above about 30%; also: 0% is about no effect; mostly tested at two doses, the higher about 12 µM
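Cells at 1500/well, incubated overnight, then treated with pinned compounds (dopamine as control) for 90 min at 37 degrees C. DiscoveRx reagent added for 30 - 60 minutes at room temperature; luminescence read.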
HT1080 IDH1KD tx: toxicity to HT-1080 IDH1 knockdown cells (counter line); AID 686971; 360,000 tested, 2% active; HT-1080 IDH1 knockdown viability, ATP luminescence, 48 h; Potency, µM (titrated, usually from 46.1 µM), inactives show at the top dose activity, negative = toxicity, usual class: cytotoxic;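 also: potency is read from the fitted curve at half-maximal effect; 0% = DMSO wells and -100% = cell-free medium wells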
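Cytotoxicity counter-line: IDH1KD HT-1080, 48 h, CellTiter-Glo. Curves classed by r2, magnitude and activity.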
HT1080-NT tox: kills 2HG-producing HT-1080-NT fibrosarcoma cells | HT-1080-NT fibrosarcoma viability, CellTiter-Glo ATP luminescence, 48 h | Potency, µM (titrated, usually from 46.1 µM), inactives show top-dose activity, negative = less viability, hits mostly cytotoxic | 360,000 tested, 1.6% active | AID 686970;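 also: NT is the 2HG producing partner of a matched IDH1 knockdown line; potency is read from the fitted curve at half-maximal effect; 0% = DMSO-treated cells and -100% = media-only wells without cells; nearly all actives have a fitted effect of over 55% in size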
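Toxicity toward the 2HG-producing NT line was scored as %Activity, normalised to DMSO and no-cell wells, from CellTiter-Glo luminescence after 48 hours' treatment.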
KB-V1 cytotox: KB-V1 MDR subline cytotoxicity. KB-V1 MDR cells viability, CellTiter-Glo, 72 h. 400,000 tested, 3.4% active. Potency, µM (highest dose often 46.1 µM), without a hit: at the highest dose activity change, negative = cytotoxicity, most hits filed as cytotoxic; also: potency is read from the fitted curve at half-maximal effect; % is scaled to controls: 0 for no effect and ±100 for the full control effect; nearly all actives have a fitted effect of over 60% in size
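Following 72 h at 37 degrees C with compound, KB-V1 cell viability was read by CellTiter-Glo luminescence, medium being phenol-red-free DMEM plus 10% FBS; concentration-response parameters came from normalized, curve-fitted qHTS data.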
IL1B secr inh: blocks inflammasome-driven IL-1 beta release; THP-1 LPS/ATP IL-1B secretion, AlphaLISA, 16 h; hits give low values; activity change, % at 57.5 µM; 360,000 tested, 4.7% active; in the data active = activity change below about -50%; inconclusive = mostly about -30% to -49%; also: % is scaled to controls: 0 for no effect and ±100 for the full control effect
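Secreted IL-1B measured by AlphaLISA bead assay after 16 h compound exposure of THP-1 cells; compounds (final up to 57.5 uM) added 1 h before LPS (250 ng/mL) and ATP (1.25 mM) stimulation; lower signal means less secretion.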
KB-3-1 tox: KB-3-1 parental cell cytotoxicity; KB-3-1 viability, CellTiter-Glo ATP luminescence, 72 h; Potency, µM (doses to about 46.1 µM), without a hit: at the highest dose activity change, negative = cytotoxic, most hits filed as cytotoxic; 400,000 tested, 1.4% active; also: potency is read from the fitted curve at half-maximal effect; % is scaled to controls: 0 for no effect and ±100 for the full control effect; nearly all actives have a fitted effect of over 60% in size
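72 h, 37 °C compound treatment of KB-3-1 parental cells; CellTiter-Glo added, 10 min, luminescence read. Data corrected against DMSO-only plates and normalized before curve fitting.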
GLP1R ag: activates the human GLP-1 receptor; HEK293 GLP-1R CRE-luciferase, luminescence, 4-6 h; cells express a hypersensitive GLP-1R form; Potency, µM (series often up to 45.6 µM), without a hit: at the highest dose activation, actives largely listed as activators; P43220; 380,000 tested, 0.007% active; also: potency is read from the fitted curve at half-maximal effect; % of control where 0% means no effect
Target sequence (P43220 whole entry, looked up): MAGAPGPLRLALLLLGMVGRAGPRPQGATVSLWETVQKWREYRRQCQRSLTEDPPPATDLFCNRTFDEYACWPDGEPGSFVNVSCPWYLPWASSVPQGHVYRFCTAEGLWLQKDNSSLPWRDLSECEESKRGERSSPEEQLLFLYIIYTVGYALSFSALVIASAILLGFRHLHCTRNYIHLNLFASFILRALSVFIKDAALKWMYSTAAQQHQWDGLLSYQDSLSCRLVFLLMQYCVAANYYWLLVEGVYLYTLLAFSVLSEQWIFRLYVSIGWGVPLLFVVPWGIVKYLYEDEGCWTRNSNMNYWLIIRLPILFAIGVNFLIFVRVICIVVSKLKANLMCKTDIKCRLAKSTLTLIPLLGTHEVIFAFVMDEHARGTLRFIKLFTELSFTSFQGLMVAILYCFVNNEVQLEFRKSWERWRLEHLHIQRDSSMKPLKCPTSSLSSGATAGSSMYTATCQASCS
The depositor's hits bear a star; ? = inconclusive; nt = not tested or not shown; & = joins results of further samples; [ ] = another dose, or the depositor's remark. Unless noted, calls follow the shape of the dose curve; as a rule, active = well fitted curve in the direction sought with a large enough effect; inconclusive = small, poorly fitted or top-dose-only effect, or another doubt; inactive = no such curve, though single readings can be large; an effect the other way counts as inactive or inconclusive.

Sequence of screens: DRD3 antagonist	SW480 rerep	D3 ag	HT1080 IDH1KD tx	HT1080-NT tox	KB-V1 cytotox	IL1B secr inh	KB-3-1 tox	GLP1R ag
1	CCOc1ccc2c(c1)c(=O)c(S(=O)(=O)c1ccc(Cl)cc1)cn2Cc1ccccc1C
  nt	nt	-2	nt	nt	1%	nt	10%	1%
2	Cc1ccc(NC(=O)C2CCN(C(=O)OC(C)(C)C)CC2)cc1S(=O)(=O)N1CCCCC1
  14	-8%	-13	-16%	-9%	0%	-5	-20%	-2%
3	CC(C)CNS(=O)(=O)c1ccc(C(=O)Nc2ccc3c(c2)OCO3)cc1
  -2	-43%[inhibitor]	-4	-13%	-14%	-1%	-6	-1%	3%
4	O=C(NC1CCCC1)C1C(c2ccc(C(F)(F)F)cc2)=Nc2ccccc2N1C(=O)c1ccco1 (centres undefined)
  ?	nt	-16	?	?	?	9	-19%	nt
5	CC(C)n1c(=S)[nH]c2c1c(=O)[nH]c(=O)n2C
  -4	-2%	2	17%	9%	1%	11	-8%	-2%
6	COc1ccc(C2=NS(=O)(=O)N(C)C(C(=O)NCc3ccc4c(c3)OCO4)=C2)cc1OC
  21	-5%	1	-2%	0%	-2%	0	2%	1%
7	CCCC(C)(C)C(=O)N1CCC1(C)C(=O)Nc1cccc2ccccc12 (centres undefined)
  7	nt	-3	-25%	-7%	-16%	10	0%	-3%
8	O=C(NC1CCCCCC1)C(=O)NC1CC1
  18	-10%	7	19%	11%	8%	9	-1%	?
9	CCc1nnc2n1N=C(c1ccc([N+](=O)[O-])cc1)CS2
  6	-9%	-2	7%	6%	-14%	40	9%	-2%
10	CCCCCNC(=O)Cc1ccc(OC)cc1
  0	-3%	-14	17%	17%	2%	6	17%	-3%
11	O=C(CN1CCOCC1)Nc1cccc(C(F)(F)F)c1
  -12	-2%	-2	3%	16%	3%	11	-6%	2%
12	CC1CCC(C(C)C)C(OC(=O)COC(=O)c2ccc(=O)[nH]c2)C1 (centres undefined)
  50	-1%	0	-24%	-30%	-15%	28	-1%	16%
13	CCOC(=O)[C@H]1[C@H]2COc3cc(OC)ccc3[C@@H]2N2C(=O)CN(Cc3ccc(Cl)cc3)C(=O)[C@@]12C
  6	-16%	-13	-8%	-10%	1%	-29	-8%	21%
14	O=C(Cc1ccc(S(=O)(=O)N2CCOCC2)s1)Nc1ccccc1N1CCCC1
  6	-4%	5	17%	7%	nt	-1	nt	-7%
15	COc1ccc(CCNC(=O)CCc2nnc(Cc3ccc4c(c3)OCO4)o2)c(OC)c1
  5	4%	0	-5%	0%	-20%	14	9%	8%
16	CC(/C=C/c1cccc([N+](=O)[O-])c1)=N\NC(=O)c1ccncc1
  -10	3%	-4	0%	2%	-28%	-1	?	-14%
17	Clc1nc(-c2ccccc2)ncc1Oc1ccccc1
  -26	-5%	-12	14%	-7%	-23%	-4	0%	-3%
18	CCN1/C(=C2\C(=O)N(C)C(=S)N2c2ccccc2)C=Cc2ccccc21
  ?	13%	-13	-18%	-15%	-7%	-25	-26%	3%
19	CC(C)(C)c1ccc(-c2nc(C#N)c(NCc3cccnc3)o2)cc1
  19	9%	-9	?	?	21µM*	-21	23%	?
20	COc1cc2c(cc1OC)C(c1ccc(Br)cc1)NCC2 (centres undefined)
  -11	-4%	-10	-8%	-2%	?	-52*	?	8%
21	COC(=O)[C@@]1(Cc2ccc(OC)cc2)[C@H]2c3cc(C(=O)N4CCCC4)n(Cc4ccccn4)c3C[C@H]2CN1C(=O)c1ccccc1
  -6	nt	-5	?	?	-7%	-22	-28%	11%
22	COc1cccc(CC2(CO)CCCN(Cc3ccc(CN4CCCCC4)s3)C2)c1 (centres undefined)
  0	-4%	-10	-9%	-21%	0%	-11	0%	-4%
23	CSc1ccccc1NC(=O)c1ccco1
  20	-4%	10	2%	8%	-18%	-3	-2%	5%
24	O=c1ccc(-c2ccc(S(=O)(=O)NCC3CCN(Cc4ccccc4F)CC3)s2)n[nH]1
  -2	nt	1	3%	0%	1%	-6	28%	16%
25	Cc1ccccc1Cc1c(C)nc2nc(SCC(=O)NCc3ccco3)nn2c1C
  -24	0%	-7	?	-2%	?	13	?	0%
26	CCOC(=O)CNC(=O)CSc1nnc(-c2ccco2)n1Cc1ccco1
  -24	0%	-28	3%	8%	-15%	9	16%	-15%
27	COC(=O)c1ccccc1Sc1c(/C=N/OC(=O)c2ccccc2)c(C(F)(F)F)nn1C
  22	4%	-4	?	22%	-4%	1	-1%	-20%
28	COc1cc(CCC(=O)OCC(=O)Nc2ccc(F)cc2F)cc(OC)c1OC
  5	-58%[inhibitor]	19	19%	2%	?	12	7%	13%
29	COc1cccc2c(=O)n(CC(=O)Nc3ccccc3)ccc12
  -23	2%	-1	-1%	0%	-10%	6	-5%	5%
30	Cc1oc2ccc(OC(C(=O)O)c3ccccc3)cc2c1C(=O)O (centres undefined)
  9	-1%	1	15%	19%	16%	-8	13%	-1%

Continuation:
Sequence of screens: DRD3 antagonist	SW480 rerep	D3 ag	HT1080 IDH1KD tx	HT1080-NT tox	KB-V1 cytotox	IL1B secr inh	KB-3-1 tox	GLP1R ag
31	C=CCn1c(-c2ccc(C)cc2)nc2ccccc21
  -10	-1%	0	?	-8%[9.24 µM]	0%	-17	-12%	18%
32	CCCSc1nnc(Cn2c(=O)sc3ccccc32)n1-c1ccccc1
  9	2%	1	12%	9%	-9%	15	-22%	8%
33	Cc1noc(C)c1S(=O)(=O)Nc1ccc(C(=O)NC2CCCCCC2)cc1
  -18	-5%	-4	-4%	-4%	12%	20	2%	0%
34	Cc1sc2ncn(CC(=O)NCC(=O)N(C)Cc3ccccc3)c(=O)c2c1C
  15	-4%	12	-6%	-1%[9.24 µM]	-4%	0	1%	-12%
35	CC(C)(C)CN1C(=O)C(=O)NC[C@H]1Cc1ccc(O)cc1
  -14	6%[9.22 µM]	-17	7%	9%	10%	5	-2%	-2%
36	Nc1cc(S(=O)(=O)N2CCOCC2)ccc1Oc1cccc(Br)c1
  -18	4%	-2	-20%	?	-19%	-61*	-30%	-2%
37	Nc1ncnc2c1ncn2[C@@H]1O[C@H](CNCc2c(OCc3ccccc3F)ccc3ccccc23)[C@@H](O)[C@H]1O
  20	?	9	-10%	-14%	0%	-58*	4%	5%
38	Cc1ccc(C(c2nnnn2CC2CCCO2)N2CCN(c3cccc(C)c3C)CC2)cc1 (centres undefined)
  -23	?	-8	-18%	-15%	?	-26	?	-12%
39	CCOc1ccc(NS(=O)(=O)c2ccc(C(=O)NCCN3CCOCC3)cc2)cc1
  -3	1%	-3	-10%	-3%	0%	17	-5%	-11%
40	C#CCN(Cc1ccccc1)S(=O)(=O)C=C
  3	?	6	-14%	-28%	-5%&-6%	-65*	?	-2%
41	Cc1ccc(C)c(NC(=O)C2CCCN2C(=O)NC2CCCCC2)c1 (centres undefined)
  -8	-1%	-4	7%	6%	-16%	48	3%	-2%
42	N=c1c2c(-c3ccccc3)c(-c3ccccc3)n(Cc3ccco3)c2ncn1CCCO
  0	?	-15	8.2µM*	21µM*	?	nt	-30%	5%
43	CC(OC(=O)CNC(=O)C12CC3CC(CC(C3)C1)C2)C(=O)Nc1ccc(S(N)(=O)=O)cc1 (centres undefined)
  1	1%	3	2%	4%	8%	35	-3%	4%
44	CC(=O)C1=C(O)C(=O)N(C)C1c1ccccc1F (centres undefined)
  -23	-4%	3	12%	20%	22%	10	13%	-7%
45	C=CCN1C(=O)CS/C1=N\S(=O)(=O)c1ccc(Cl)cc1
  -10	-28%	-4	3%	14%	?	0	-3%	-2%
46	CCOC(=O)N1CCN(c2c(NCc3ccccn3)c(=O)c2=O)CC1
  5	22%	-4	-2%	-2%	?	22	-7%	-6%
47	CC(=O)N1N=C(c2cccc([N+](=O)[O-])c2)OC1c1ccc(Cl)cc1Cl (centres undefined)
  ?	-2%	-2	0%	-10%	21µM*	-52*	-7%	8%
48	O=C1CSC2(C(=O)N3CCCc4cccc2c43)N1c1cccc(C(F)(F)F)c1 (centres undefined)
  -12	-4%	4	1%	-5%	-1%	5	0%	-9%
49	COc1ccc(OC)c2c1sc(=NC(=O)C(C)(C)C)n2C
  37	-4%	5	18%	1%	-4%	3	6%	-7%
50	Cc1c(C(=O)NCc2cccc(C(F)(F)F)c2)sc(=O)n1Cc1ccc(F)cc1
  0	nt	3	-14%	?	?	-20	-12%	1%
51	CCOc1ccc(Br)cc1C(=O)N/N=C/c1c[nH]c2ccccc12
  -7	-1%	1	2%	-18%	?	19	3%	5%
52	N#Cc1ccc(NC(=O)COC(=O)CNC(=O)C2CCCCC2)cc1
  1	-1%	-1	5%	13%	1%	8	12%	-1%
53	COc1ccccc1N(C)c1cc2c(c3c1ccn3C)C1CCC2O1 (centres undefined)
  -3	nt	-8	?	23µM*	-17%	0	?	0%
54	O=C(/C=C/c1ccco1)Nc1ccc(Oc2ccccc2)cc1
  -21	?	6	?	?	?	-58*	?	3%
55	O=C(CSc1ccc2c(c1)OCCO2)Nc1ccc(Br)cn1
  10	-6%	3	-6%	-2%	?	-24	-14%	14%
56	C=CCn1c(SCC(=O)Nc2cccnc2Cl)nnc1-c1ccc(Cl)cc1
  9	-1%	4	0%	7%	5.2µM*	-1	1%	-7%
57	O=C(O)C[C@H]1c2cc(C(F)(F)F)ccc2S(=O)(=O)N1Cc1ccccc1
  28	-3%	-4	-1%	-3%	-4%&-1%	-3	9%&-1%	-2%

Ordered by number of heavy atoms (low to high): some entries from above
Sequence of screens: DRD3 antagonist	SW480 rerep	D3 ag	HT1080 IDH1KD tx	HT1080-NT tox	KB-V1 cytotox	IL1B secr inh	KB-3-1 tox	GLP1R ag
54	O=C(/C=C/c1ccco1)Nc1ccc(Oc2ccccc2)cc1
  -21	?	6	?	?	?	-58*	?	3%
57	O=C(O)C[C@H]1c2cc(C(F)(F)F)ccc2S(=O)(=O)N1Cc1ccccc1
  28	-3%	-4	-1%	-3%	-4%&-1%	-3	9%&-1%	-2%
56	C=CCn1c(SCC(=O)Nc2cccnc2Cl)nnc1-c1ccc(Cl)cc1
  9	-1%	4	0%	7%	5.2µM*	-1	1%	-7%

Source: PubChem BioAssay
